NCI-60 one-dose screen, 48 h, at 10 µM unless noted. Numbers give growth in % (100 = growth as untreated, 0 = no growth, -100 = all killed).
CAKI-1: CAKI-1 renal cancer. 4.7% of 75,000 active
TK-10: TK-10 renal cancer cells; 3.9% of 81,000 active; AID 1794769
SN12C: SN12C renal cancer cells; 3.8% of 81,000 active
SF-268: SF-268 CNS cancer cells. 3.1% of 82,000 active. AID 1794759
786-0: 786-0 renal cancer cells. 5.1% of 81,000 active. AID 1794775
UO-31: UO-31 renal cancer; 5.2% of 81,000 active
U251: U251 CNS tumor cells | 5.4% of 80,000 active | AID 1794753
SF-295: SF-295 CNS cancer cells. 5.6% of 79,000 active
The depositor's hits bear a star; . = not tested or not shown; & = joins results of further samples. How the source made its calls: active means growth percent below 10; inactive means the rest. Compounds as they come; 9.2% or so of the library scored in one or more.

The opening 6 compounds, to show the layout:
SMILES | CAKI-1 | TK-10 | SN12C | SF-268 | 786-0 | UO-31 | U251 | SF-295
O=c1c2cnn(-c3ccccc3)c2n2c(-c3ccccc3)nnc2n1-c1ccccc1 | 94 | 93 | 94 | 98 | 97 | 97 | 91 | 86
CCN(CC)CCOC(=O)Nc1ccccc1 | 98 | 107 | 112 | 104 | 99 | 94 | 104 | 91
Cc1cc2cn3c4cccnc4[nH]c(=O)c3c2cc1C | 76 | 61 | 22 | 73 | -15* | 59 | -71* | 34
O=C(/C=C/c1cccc(Oc2ccc(Cl)cc2)c1)c1ccccc1 | . | 105 | 111 | 101 | 91 | 86 | 76 | 95
CCOC(=O)c1c(NC(=O)c2ccc([N+](=O)[O-])cc2)sc2c1CCCC2 | 100 | . | 93 | 95 | 104 | 79 | 106 | 103
O[C@@H]1CCO[C@H](c2ccc3ccccc3c2)C1 | . | 94 | 101 | 96 | 99 | 93 | 97 | 102

The whole of this part, from the first entry:
SMILES | CAKI-1 | TK-10 | SN12C | SF-268 | 786-0 | UO-31 | U251 | SF-295
O=c1c2cnn(-c3ccccc3)c2n2c(-c3ccccc3)nnc2n1-c1ccccc1 | 94 | 93 | 94 | 98 | 97 | 97 | 91 | 86
CCN(CC)CCOC(=O)Nc1ccccc1 | 98 | 107 | 112 | 104 | 99 | 94 | 104 | 91
Cc1cc2cn3c4cccnc4[nH]c(=O)c3c2cc1C | 76 | 61 | 22 | 73 | -15* | 59 | -71* | 34
O=C(/C=C/c1cccc(Oc2ccc(Cl)cc2)c1)c1ccccc1 | . | 105 | 111 | 101 | 91 | 86 | 76 | 95
CCOC(=O)c1c(NC(=O)c2ccc([N+](=O)[O-])cc2)sc2c1CCCC2 | 100 | . | 93 | 95 | 104 | 79 | 106 | 103
O[C@@H]1CCO[C@H](c2ccc3ccccc3c2)C1 | . | 94 | 101 | 96 | 99 | 93 | 97 | 102
C#CC#CC#CC#CC#CC#CC#CC#CC[C@H]1OC[C@@H](COC(=O)O[C@@H](C(=O)O[C@H]2C[C@@]3(O)[C@@H](OC(=O)c4ccccc4)[C@@H]4[C@]5(OC(C)=O)CO[C@@H]5C[C@H](O)[C@@]4(C)C(=O)[C@H](OC(C)=O)C(=C2C)C3(C)C)[C@@H](NC(=O)c2ccccc2)c2ccccc2)O1 | 80 | 87 | 50 | 66 | 83 | 102 | 43 | 44
O=C1CSC(=Nc2ccccc2F)N1c1ccccc1F | 92 | 96 | 104 | 109 | 101 | 81 | 95 | 90
CCN(SSN(CC)S(=O)(=O)c1ccc(C)cc1)S(=O)(=O)c1ccc(C)cc1 | 105 | 106 | 102 | 104 | 101 | 82 | 99 | 97
O=C(C[n+]1cccc2cc[nH]c21)c1ccc(O)c(O)c1 | 97 | 99 | 102 | 105 | 104 | 93 | 109 | 111
Nc1ccc(-c2ccc(F)cc2)cc1NC(=O)C1CCOCC1 | 97 | 79 | 94 | 99 | 94 | 87 | 93 | 96
CS(=O)(=O)NCCNc1cc(-c2ccc(C(F)(F)F)cc2)c(C#N)c2nc3ccccc3n12 | 40 | 93 | 60 | 70 | 85 | 62 | 52 | 93
C=CC1=C(C)C2=NC1=CC1=NC(=CC3=C(C)C4=C(O)CC(=C5NC(=C2)C(C)C5CCC(=O)O)C4=N3)C(CC)=C1C (stereo not given) | 90 | 116 | 95 | 97 | 94 | 73 | 102 | 105
Cn1c(=O)c(C#N)c(-c2ccco2)n2c(SCc3ccccc3)nnc12 | 93 | 106 | 103 | 83 | 58 | 84 | 96 | 122
O=C1c2cc(F)ccc2Oc2cc([N+](=O)[O-])ccc2N1c1ccc(Cl)cc1F | 71 | 101 | 92 | 89 | 90 | 65 | 87 | 99
CCOC(=O)C(Cc1c[nH]c2ccc([N+](=O)[O-])cc12)(NC(C)=O)C(=O)OCC | 89 | 129 | 102 | 115 | 110 | 96 | 101 | 107
NS(=O)(=O)c1ccc(NNCCC(=O)c2ccc3ccccc3c2)cc1 | 94 | 115 | 110 | 96 | 102 | 82 | 100 | 110
CCOC(=O)CC1CSC(N/N=C(\C)c2ccccc2)=N1 (stereo not given) | 93 | 92 | 98 | 95 | 94 | 88 | 98 | 99
Cc1cc(C)nc(NS(=O)(=O)c2ccc(N/C(N)=N/c3nccc(-c4cccs4)n3)cc2)n1 | 74 | 117 | 97 | 99 | 111 | 59 | 102 | 93
C=C1CCC2C(C)(COC(C)=O)C(OC(C)=O)CCC2(C)C1/C=C/C1=CCOC1=O (stereo not given) | . | 93 | 106 | 106 | 91 | 95 | 97 | 103
BrC1(Br)CC1c1ccccc1 (stereo not given) | 99 | 94 | 107 | . | 92 | 94 | 96 | 102
Cc1ccc2ncc(C)c(=O)n2c1 | . | 105 | 95 | 106 | 104 | 75 | 99 | 104
O=C1NC(=O)c2c1cc1ccccc1c2-c1ccccc1 | . | 115 | 104 | 103 | 107 | 101 | 107 | 117
O=C(NCCNc1nccc(-c2c(-c3cccc(F)c3)nc3sccn23)n1)c1ccc(C(F)(F)F)cc1 | 55 | 86 | 67 | 65 | 66 | 35 | 77 | 74
ClC1c2ccccc2CCc2ccccc21 | . | 101 | 103 | 99 | 94 | 60 | 97 | 106
CCOC(=O)c1sc2ncnc(Nc3ccc(NC(=O)Nc4ccc(Cl)cc4)cc3)c2c1C | 84 | 89 | 60 | 72 | 52 | 55 | 26 | 33
CC(=O)O[C@H]1CC[C@]2(C)[C@H]3CC=C4[C@@H]5[C@@H](C)[C@H](C)CC[C@]5(C(=O)NC(COC(=O)C(Cl)Cl)(COC(=O)C(Cl)Cl)COC(=O)C(Cl)Cl)CC[C@@]4(C)[C@]3(C)CC[C@H]2C1(C)C | 63 | 65 | 67 | 58 | 58 | 60 | 41 | 81
COc1cc2oc(-c3cccc(NC(=O)[C@@H](NC(=O)[C@@H](NC(=O)OC(C)(C)C)C(C)C)C(C)C)c3)cc(=O)c2c(OC)c1OC | 63 | 86 | 100 | 88 | 80 | 68 | 96 | 93
CSc1nsc(N)n1 | 97 | 101 | 96 | 104 | 106 | 82 | 95 | 101
Cc1nc2ccccc2n1CC1NC(=S)NC1=O (stereo not given) | 94 | 108 | 99 | 98 | 107 | 88 | 96 | 105
Nc1ccccc1-c1cc2c(c3c1[nH]c1ccccc13)-c1ccccc1CC2 | 86 | 115 | 97 | 90 | 86 | 70 | 86 | 85
O=C(O)C#Cc1ccc(Cl)cc1 | 95 | 109 | 98 | 104 | 99 | 96 | 94 | 100
CSC1=NC(c2cccc(Cl)c2)C(C(C)=O)=C(C)N1 (stereo not given) | 91 | 113 | 101 | 98 | 105 | 87 | 102 | 102
Clc1ccc(CSc2ncnc(SCc3ccc(Cl)cc3Cl)c2Cl)c(Cl)c1 | 96 | 113 | 100 | 98 | 104 | 85 | 103 | 110
CC(=O)N1N=C(c2ccc(Cl)cc2)CC1c1sc(N(C)Cc2ccccc2)nc1Cl (stereo not given) | 73 | 96 | 99 | 82 | 87 | 67 | 97 | 94
O=C(O)c1ccc(NC(=O)c2cccc(Nc3ccnc(C(F)(F)F)c3)c2)cc1 | 95 | 98 | 106 | 104 | 98 | 82 | . | 89
CSc1ccccc1Nc1nc(N)nc(C(Cl)(Cl)Cl)n1 | 44 | 135 | 95 | 79 | 97 | 71 | 90 | 98
COc1cc(-c2nn(-c3ccc(C)cc3)cc2CO)ccc1O | . | 131 | 100 | 76 | 95 | 74 | 99 | 98
CCOC(=O)C(C(=O)OCC)C(=O)OCC | 102 | . | 113 | 112 | 105 | 105 | 107 | 114
CC(=O)c1ccc(NC(=O)Cn2c(Sc3nc(-c4ccccc4)c(C#N)c(=O)[nH]3)nc3c2c(=O)n(C)c(=O)n3C)cc1 | 89 | 108 | 98 | 99 | 101 | 82 | . | 103
O=C(O)c1ccc(S(=O)(=O)N/N=C/c2c[nH]c3ccccc23)cc1 | 91 | 99 | 95 | 102 | . | 69 | 96 | 92
C=CCNC(=O)c1cncc(C(=O)O)c1 | 89 | 106 | 109 | 121 | 103 | 89 | . | 92
N#Cc1c(-c2ccc(Cl)cc2)nc2c(c(-c3ccccc3)nn2-c2ccccc2)c1-c1ccc(O)cc1 | 40 | 17 | -18* | 47 | 18 | 30 | 34 | 1.7*
Nc1nc(N)c2c(C(=O)Nc3ccc(CCN4CCOCC4)cc3)coc2n1 | . | 96 | 94 | 101 | 98 | 93 | 108 | 98
O=C(Oc1cc([N+](=O)[O-])c(Cl)cc1Cl)C(=O)Oc1cc([N+](=O)[O-])c(Cl)cc1Cl | . | 110 | 98 | 96 | 103 | 84 | 105 | 114
N#Cc1c(-c2c(Cl)cccc2Cl)[nH]c(=S)[nH]c1=O | 99 | 100 | 111 | 94 | 98 | 77 | 108 | 99
O=[N+]([O-])c1ccc2[nH]c3nc4ccccc4nc3c2c1 | 53 | 108 | 149 | 103 | 106 | 82 | 94 | 111
COc1ccc(/C=N/Nc2ccccc2)cc1 | 31 | . | 79 | 63 | 79 | 56 | 74 | 51
C=C1CCCC(C)(C)[C@@H]1CC/C(C)=C/CC[C@@H]1[C@@]2(C)CCCC(C)(C)C2CC[C@@]1(C)O (stereo not given in full) | 91 | 109 | 99 | 100 | 101 | 86 | 91 | 106
COc1ccc(/C=C2\CN(C)Cc3c2nc2nc(SC)[nH]c(=O)c2c3-c2ccc(OC)cc2)cc1 | 101 | . | 103 | 109 | 108 | 94 | 97 | 105
COc1ccc(/C=N/N=C(N)N)cc1S(=O)(=O)O | 89 | 118 | 94 | 111 | 116 | 66 | 111 | 95
O=C(Nc1ccc2c3c(cccc13)CC2)c1ccccc1 | 89 | 135 | 97 | 109 | 104 | 91 | 89 | 118
CN(C)CC(O)CN1c2ccccc2Sc2ccc(Cl)cc21 (stereo not given) | 85 | 91 | 85 | 101 | 97 | 46 | 91 | 97
COc1cc([C@@H]2NC(=O)c3ccccc3N2)ccc1OCCCCCOc1cc(C2CC(c3cc(OC)c(OC)c(OC)c3)=NO2)ccc1OC (stereo not given in full) | 87 | 128 | 109 | 105 | 93 | 95 | 104 | 86
Cc1cc(O)c2c3c(n([C@@H](CCCCNC(=O)C(F)(F)F)C(=O)O)c(=O)c2c1)C(=O)c1c(OC2CC(O)[C@@H](O)[C@H](C)O2)cccc1C3=O (stereo not given in full) | 84 | 109 | 94 | 96 | 113 | 70 | 113 | 100
O=c1cc(N2CCN(Cn3cncn3)CC2)c2ccccc2n1-c1ccccc1 | 82 | 66 | 86 | 81 | 86 | 61 | 103 | 97
c1ccc(CSc2ncnc3nc[nH]c23)cc1 | 103&99 | 107&93 | 92&103 | 117&100 | 101&96 | 97&98 | 104&98 | 106&100
O=C(Nc1cccc2cccnc12)c1ccc(N2C(=O)CCS2(=O)=O)cc1 | 100 | 113 | 107 | 97 | 102 | 90 | 103 | .
Nc1ccc(Cl)c2c(=O)cc[nH]c12 | . | 109 | 109 | 97 | 100 | 82 | 98 | 101
O=C(Nc1ccc(Cl)cc1)c1cc2ccccc2cc1OP(=O)(O)O | -8.1* | 19 | 41 | 32 | 21 | 2.1* | 19 | -7.6*

(more compounds)
SMILES | CAKI-1 | TK-10 | SN12C | SF-268 | 786-0 | UO-31 | U251 | SF-295
O=C(O)c1ccc(Nc2ccc(N=Cc3c(O)[nH]c4ccccc34)cc2)cc1 | 71 | 81 | 75 | 84 | 96 | 50 | 102 | 103
Cc1cc(NCCN2CCOCC2)n2c(nc3ccccc32)c1C#N | 86 | 95 | 115 | 100 | 93 | 82 | 95 | 92
Cn1c(COC(=O)N2CCCCC2)nc2c(N3CCOCC3)nc(-c3ccccc3)nc21 | -88* | -86* | -86* | -78* | -75* | -99* | -71* | 22
COc1ccc(/C=C2\CCC/C(=C\c3ccc(OC)c(OC)c3)C2=O)cc1OC | 3.4* | 7.6* | 8.6* | 30 | 0.1* | 19 | 12 | 1.3*
Cc1cc2nc(-c3c(N)ncc(C#N)c3-c3ccc(Cl)cc3)[nH]c2cc1C | . | 41 | 76 | 73 | 75 | 78 | 18 | 58
C=CCn1c(SCC(=O)Nc2ccc(/C(C)=N/O)cc2)nnc1-c1cc(-c2ccc(S(C)(=O)=O)cc2)nc2ccccc12 | 65 | 104 | 82 | 64 | 72 | 58 | 76 | 84
COc1ccc2cc([C@H](C)CO)ccc2c1 | 103 | 115 | 113 | 107 | 101 | 91 | 100 | 110
CN1CCN(Cc2ccc(NC(=O)c3cncc(C#Cc4cnc5ccc(NC6CCOCC6)nn45)c3)cc2C(F)(F)F)CC1 | -47* | -12* | 1.0* | -48* | -88* | -44* | -97* | -85*
C[C@@H](c1ccccc1)N1C(=O)N2CN(C)CN3C(=S)N[C@H]1[C@H]23 | 85 | 96 | 95 | 99 | 96 | 87 | 100 | 97
C(COC1CC2CC1C1C2CC2OC21)OC1CC2CC1C1C2CC2OC21 (stereo not given) | 93 | 110 | 90 | 101 | 101 | 90 | 92 | 103
CN(C)c1ccc(/C=C/C(=O)c2ccc(NC(=O)CSc3nc4c([nH]3)c(=O)n(C)c(=O)n4C)cc2)cc1 | 99 | 100 | 99 | 100 | 98 | 102 | 96 | 98
CCCCCCCCC(CCN(CC)CC)(C(=O)O)c1ccccc1 (stereo not given) | 93 | 82 | 100 | 97 | 108 | 85 | 94 | 95
C1CCC(N2CN3c4nonc4N4CN(C5CCCCC5)CN5c6nonc6N(C2)C3C45)CC1 (stereo not given) | 85 | 102 | 92 | 97 | 108 | 72 | 93 | 92
